NR5A2 inv ag: suppresses constitutive activity of human LRH-1; inhibition, % at 3.6 µM; HEK293T StAR-luciferase reporter, LRH-1 transfected, 24 h; O00482; AID 602396; 360,000 compounds, 0.13% hits;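 active = inhibition above the mean inhibition of all tested compounds plus 3 SD, cut at about 73% in these data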;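 also: 0% = DMSO wells and 100% = reporter-only cells lacking LRH-1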
LMP1 NFkB inh: reduces LMP1-driven NF-kappaB luciferase signal; 350,000 compounds, 0.69% hits; inhibition, % at 12.5 µM; AID 504558; LMP1-induced NF-kappaB luciferase reporter cells, luminescence; in the data active = inhibition above about 41%;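 also: 0% = neutral control wells and 100% = reference inhibitor control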
COUP-TFII inh: blocks human COUP-TFII nuclear receptor; 370,000 compounds, 0.7% hits; inhibition, % at 8.6 µM; P24468; HEK293T NGFI-A luciferase reporter, luminescence; AID 686940;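 active = inhibition above a per-plate cutoff, mean inhibition of test wells between control levels plus 3 SD, cut at about 38% in these data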;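 also: cells cotransfected with COUP-TFII expression vector driving the NGFI-A reporter; 0% = median of COUP-TF2 test wells and 100% = reporter-only cells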
SRC3 inh: human NCOA3 inhibition; Q9Y6Q9; 360,000 compounds, 0.17% hits; HEK293 GAL4-SRC3 luciferase reporter, luminescence; inhibition, % at 3.6 µM;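 active = inhibition above a per-campaign cutoff, the mean of all compounds plus 3 SD, cut at about 60% in these data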;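 also: 0% = DMSO-treated cells and 100% = gossypol-treated cells at 36 µM; higher means less SRC3-driven luciferase light from the GAL4 reporter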
TROY signal inh: TROY signaling inhibition | AID 1347056 | inhibition, % at 10 µM | Q293 LMP1-TROYcd NF-kB luciferase reporter, 4 h | 360,000 compounds, 0.98% hits;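 active = compounds whose plate-normalised and pattern-corrected inhibition of the luciferase reporter signal at the single screening dose is 50% or more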
TRAIL sens C8: caspase-8 TRAIL sensitization | NB7+C8 cells + TRAIL, ATPlite viability luminescence | inhibition (viability loss, TRAIL sensitization), % at 10 µM | 360,000 compounds, 1% hits;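 active = compounds causing at least 50% loss of cell viability in the single-dose screen, relative to plate controls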
TWEAK Fn14 block: TWEAK-Fn14 signaling inhibition | TWEAK-stimulated Fn14 reporter cells, luciferase luminescence, 8 h | inhibition, % at 10 µM | 360,000 compounds, 2% hits | AID 1159606; in the data active = inhibition above about 50%
NCOA1 inh: human NCOA1 inhibition | Q15788 | HEK293 GAL4-SRC1 luciferase reporter, luminescence | inhibition, % at 3.6 µM | 360,000 compounds, 0.12% hits | AID 588354;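 active = inhibition above the campaign mean plus 3 SD, with each screening campaign given its own cutoff, cut at about 60% in these data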;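 also: 0% = DMSO treated cells and 100% = gossypol at 36 µM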
KKLEB tox: reduces viability of KKLEB cystic fibrosis airway cells | KKLEB CF airway cells viability, ATPlite luminescence, overnight; stronger effect = lower value; cells stimulated with P. aeruginosa culture filtrate | activity change (cytotoxicity), % at 5 µM | 360,000 compounds, 0.36% hits;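 active = corrected activity change at or below -50% at 5 µM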
CF NFkB inh: inhibitors of cystic fibrosis induced NF-kB. KKLEB NF-kB-GFP reporter, PAF-induced, GFP fluorescence overnight. inhibition, % at 5 µM. 360,000 compounds, 0.86% hits;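 active = at least 50% inhibition at 5 µM, scaled per plate between neutral and stimulator controls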;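 also: PAF is a Pseudomonas aeruginosa culture filtrate used as stimulus; plate controls were PAF-stimulated DMSO wells for no effect and unstimulated DMSO wells for full effect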
NCOA2 inhibitor: inhibits human steroid receptor coactivator 2; HEK293 GAL4-SRC2 luciferase reporter, luminescence; Q15596; AID 651957; inhibition, % at 9 µM; 370,000 compounds, 0.17% hits;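 active = inhibition above the mean inhibition of all tested compounds plus 3 SD, set per campaign, cut at about 52% in these data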;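 also: 0% = DMSO treated cells and 100% = cells given Gossypol at 36 µM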
The depositor's hits bear a star; / = not tested or not shown. The order is random, and some 4.2% of all compounds hit somewhere here.

SMILES,NCOA1 inh,SRC3 inh,TROY signal inh,COUP-TFII inh,NCOA2 inhibitor,TWEAK Fn14 block,CF NFkB inh,KKLEB tox,LMP1 NFkB inh,TRAIL sens C8,NR5A2 inv ag
CC1(C)C(=O)CCC2(C)C1=CCC1C2C(=O)CC2(C)C1CCC2(O)C(=O)CO (centres undefined),-3,-18,5,15,-4,18,12,-12,-1,-20,16
COCCNc1nc2c(c(=O)n(Cc3cccc(Cl)c3)c(=O)n2C)n1C,16,9,-12,-2,-15,4,-12,6,-1,-11,-11
CS(=O)(=O)c1cnc(-c2cccnc2)nc1N,-10,19,14,5,13,-7,4,1,-3,-9,-1
Cc1cc(C)c2nc(N3CCOCC3)c(C#N)cc2c1,9,-35,5,-4,-5,-4,-24,3,2,-6,27
COc1cccc(C(=O)Nc2ccc(N3CCCC3)cc2)c1,-88,-49,-17,-53,-41,-47,-3,-2,0,47*,-61
CC1(C)C(C(=O)OCC(Cl)(Cl)Cl)N2C(=O)C(NC(=O)Cc3ccccc3)C2S1=O (centres undefined),4,-12,4,18,-22,18,2,-13,-14,1,-4
O=CN1CCN(C(C(=O)NC2CCCC2)c2cc3c(cc2[N+](=O)[O-])OCO3)CC1 (centres undefined),-12,-17,-12,-12,-8,-23,15,-10,-4,-20,-21
CCc1cc(C(=O)N2CCCC(C(=O)c3ccc(Cl)cc3)C2)no1 (centres undefined),7,15,-6,-9,5,5,12,11,-6,11,29
O=C(COc1ncnc2c(Cl)cc(Cl)cc12)N1CCN(S(=O)(=O)c2ccccc2)CC1,1,-9,0,5,18,14,-10,0,-9,-6,16
COCc1cc(C)n(CC(=O)OC)c(=O)c1C#N,8,4,22,10,0,1,1,12,-2,-4,-4
CCn1c(SCC(=O)N2CCCc3ccccc32)nc2cccnc21,-1,-14,-1,26,4,7,5,9,-2,-7,18
O=C(O)c1cccc(-n2cc(-c3cccc(C(F)(F)F)c3)cn2)c1,-87,-108,-63,-21,-34,47,-12,14,-26,-30,-150
C[C@@H](C(=O)Nc1nc2ccccc2s1)N1C(=O)C2CC=CCC2C1=O (some centres undefined),-35,-7,-9,-4,-3,9,-20,2,-3,7,4
CN(C)c1ccc(C(=O)NC2CCCc3ccccc32)cc1 (centres undefined),-22,-2,-30,-21,-22,-19,0,6,-2,-2,-2
CCOC(=O)C1=C(CC)Nc2ccccc2N=C1NC(=O)c1cc(S(=O)(=O)N(C)C)ccc1Cl,2,8,8,5,6,-13,-3,-2,5,1,-3
COc1ccccc1N1CCN(C(=O)CSc2nnc(NC(=O)C3CCC3)s2)CC1,-16,3,6,-1,-16,7,14,-9,7,2,23
Cc1ccc(-c2cnc3c(Cl)c(C)nn3c2)cc1,-102,-98,10,-42,-82,75*,-10,-4,33,44,-142
CCc1ccc(OCCCC(=O)NCc2ccco2)cc1,4,1,12,3,29,2,3,-19,4,2,-16
CCOC(=O)C1CCN(C(=O)CCn2c(=O)[nH]c3ccsc3c2=O)CC1,4,-3,-4,1,7,-14,-9,-8,-2,3,2
CCOC(=O)/C(=C/c1cn(C)c2ccccc12)NC(=O)c1ccccc1,-31,5,1,-2,-16,9,-15,5,-9,8,-1
CCOC(=O)Nc1ccc(OC)c([N+](=O)[O-])c1,0,5,-13,5,-31,15,-6,-3,10,0,7
O=C(c1nc2ccccn2c1CNCC1OCCc2ccccc21)N1CCOCC1 (centres undefined),-9,-8,15,-22,3,3,-5,10,-2,-1,16
CCc1nc2ccc(C(=O)NCCCN3CCCC3=O)cn2c1N(C)C(=O)C1CCCCC1,-9,-27,5,7,-3,6,14,-8,/,9,1
O=c1c2c3nc4ccccc4nc3n(/N=C/c3ccco3)c2ncn1CCC1=CCCCC1,12,1,2,-25,-1,-12,6,-6,-6,-7,12
CS(=O)(=O)c1ccccc1-c1nc(-c2cccc(Cl)c2)no1,-22,7,-8,/,/,-10,20,-5,-21,8,-29
O=C1CC(=O)N(CCNc2ncc(C(F)(F)F)cc2Cl)C(=O)N1,6,-1,-1,2,-6,-1,8,2,-8,11,21
Cc1nnc(SCC(=O)Nc2sccc2C#N)s1,-10,-11,2,-8,-4,10,36,-11,-7,3,-9
Cc1ccc(-c2cc(C(=O)OCn3nnc4ccccc4c3=O)c3ccccc3n2)cc1,0,2,-20,22,0,-9,-18,17,8,30,-3
Cc1nc2ccccc2c(=O)n1/N=C/c1ccncc1,5,-10,12,-13,-1,-12,14,-4,18,22,-12
Cc1ccc2c(CSc3nncs3)cc(=O)oc2c1,-21,-20,-33,-10,6,-20,7,-11,-20,0,-8
C=CCn1cccc(C(=O)Nc2ccc(OCC)cc2)c1=O,-45,-32,-29,16,-20,2,-9,8,-2,24,-36
CCCCN1CC(N2CCN(Cc3ccccc3)CC2)CS1(=O)=O (centres undefined),7,13,-45,-14,-15,2,17,-4,/,-18,13
NC(=O)C1CC(=O)N(c2ccc(OCC(=O)Nc3cccc(C(F)(F)F)c3)cc2)C1 (centres undefined),-3,15,9,13,2,-7,-1,2,-6,5,3
C(=N\n1cnnc1)/c1ccc2ncccc2c1,-7,-4,2,-11,-5,0,3,0,1,8,-2
CN(C)S(=O)(=O)c1cccc(NC(=S)Nc2ccc(Cl)cc2Cl)c1,6,8,-11,8,-5,-2,-4,-2,7,-6,22
CCOC(=O)C1(Cc2ccccc2)CCN(Cc2ccc3cc(NC(C)=O)ccc3n2)CC1,-10,11,7,11,13,20,4,-5,3,-1,-12
Cc1cc(NC(=O)C2C3C(=O)N(Cc4ccc(Cl)cc4)C(C(=O)NCc4ccccc4)C34C=CC2(C)O4)no1 (centres undefined),-3,-11,2,-3,3,-7,10,4,-6,-3,2
O=C(c1ccccc1)c1ccc2ccccc2n1,-7,-3,-27,2,-47,-12,-18,12,-11,-13,-3
O=C(/C=C/N1CCN(Cc2ccccc2)CC1)C(F)(F)F,0,-8,3,-4,-18,-7,7,0,-5,-3,3
CCC(C)(C)NC(=O)C1CCN(c2nc(OC)nc(OC)n2)CC1,-4,10,10,13,6,1,-10,18,28,-4,-7
CSc1nc2ccc(S(N)(=O)=O)cc2s1,2,-2,6,4,-17,5,-23,8,6,-1,6
CC(C)(C)Nc1nc2ccc([N+](=O)[O-])cc2o1,-4,18,13,14,21,3,14,-2,2,-27,4
CCC(=O)N1CCCc2cc(S(=O)(=O)N3CCN(c4ncccn4)CC3)ccc21,11,12,12,-9,-25,2,7,-5,4,19,15
CCOC(=O)c1cc(-c2cccs2)nc2onc(C)c12,-16,-17,-37,-4,19,-1,-33,2,5,-9,5
O=C(NCN1C(=O)C2C3C=CC(C3)C2C1=O)Nc1nccs1 (centres undefined),8,-10,-2,2,-9,-4,4,-2,0,-6,10
N#Cc1c(Cl)nc(-c2ccncc2)nc1-c1ccccc1,-7,-7,15,1,-4,9,10,9,2,4,-15
COc1ccc(-n2nnnc2SCC(=O)Nc2cccc(O)c2)cc1,-28,-2,18,-1,15,2,14,-4,-12,-5,-14
COc1cc(-c2noc(C)c2/C=C/c2ccc(OC(C)=O)cc2)cc(OC)c1OC,-9,5,5,-96,-3,52*,28,-37,11,5,40
Cc1cccn2cc(CCNS(=O)(=O)c3cccc([N+](=O)[O-])c3)nc12,4,-16,-4,-13,-13,-34,2,-6,-1,1,-6
Cc1ncc(CO)c(/C=N/NC(=S)Nc2cccc(Cl)c2)c1O,-12,4,-7,/,/,-17,4,2,11,-3,-17
CC1CN(S(=O)(=O)c2cccc(C(=O)NCCC3=CCCCC3)c2)CC(C)O1 (centres undefined),16,9,0,15,-16,10,20,-12,-3,8,4
CCc1noc(N)c1C(=O)Nc1ccc(Cl)cc1,1,11,7,-10,-9,-16,-6,22,-1,-11,-3
O=C(CCc1ccccc1)c1ccc2c(c1)OCCCO2,-207,-93,-64,-32,-56,1,-7,-6,-26,6,-136
Cc1nn(-c2ccccc2)c(Cl)c1/C=C(/CC(=O)O)c1nc2ccccc2s1,4,-3,10,5,12,-30,5,3,-13,-4,-8
Cc1nn(CC(=O)Nc2nnc(C(C)C)s2)c(=O)c2ccccc12,-2,2,13,1,5,0,-17,-25,11,-4,-14
COc1ccccc1N(C)S(=O)(=O)c1ccc(Cl)c(C(=O)NCC2(N(C)C)CCCCC2)c1,-19,9,4,-5,5,7,13,-7,3,-4,-4
COc1ccc(S(=O)(=O)N2CCCCCC2)cc1N,10,10,10,-12,-7,27,11,6,9,-1,-7
CC(C)=C[C@H]1C[C@H](C)[C@H]2CC[C@H](C)c3c(O)c(O[C@H]4OC[C@H](O)[C@@H](O)[C@@H]4O)c(C)c1c32,8,11,-3,10,6,15,-5,4,/,10,-12
Cc1nc(SC2CC(=O)N(c3cc(Cl)cc(Cl)c3)C2=O)nc2c1CCCC2 (centres undefined),4,3,40,-17,0,-15,8,2,-5,2,0
C=CCn1c(N/N=C/c2ccc(O)cc2)nc2ccccc2c1=O,-44,-37,-66,-33,-54,-11,-8,-13,0,18,-23

As a working copy, some entries already given:
SMILES,NCOA1 inh,SRC3 inh,TROY signal inh,COUP-TFII inh,NCOA2 inhibitor,TWEAK Fn14 block,CF NFkB inh,KKLEB tox,LMP1 NFkB inh,TRAIL sens C8,NR5A2 inv ag
Cc1nc(SC2CC(=O)N(c3cc(Cl)cc(Cl)c3)C2=O)nc2c1CCCC2 (centres undefined),4,3,40,-17,0,-15,8,2,-5,2,0
C=CCn1c(N/N=C/c2ccc(O)cc2)nc2ccccc2c1=O,-44,-37,-66,-33,-54,-11,-8,-13,0,18,-23

(further entries)
SMILES,NCOA1 inh,SRC3 inh,TROY signal inh,COUP-TFII inh,NCOA2 inhibitor,TWEAK Fn14 block,CF NFkB inh,KKLEB tox,LMP1 NFkB inh,TRAIL sens C8,NR5A2 inv ag
COc1ccc(C(=O)Nc2ccc(S(=O)(=O)N3CCCCC3C)cc2)c(OC)c1OC (centres undefined),-5,10,3,25,16,-5,10,-4,6,25,14
CCN(CC(=O)Nc1ccc(NC(C)=O)cc1)C(=O)CCCc1c[nH]c2ccccc12,8,5,0,2,-9,-24,-20,8,6,16,-7
Cc1cccc(C)c1NC(=O)C1CCCNC1 (centres undefined),-2,9,-15,13,-18,-1,6,-5,4,-28,-10
Cc1ccc(C)c(NC(=O)c2ccccc2C(=O)c2ccccc2)c1,9,-4,14,11,5,-5,7,-8,/,-9,1
Cc1cc(Cl)ccc1NC(=O)CN1C(=O)C(=O)N(C2CCCC2)C1=O,-1,4,-15,4,-17,5,2,-4,3,-8,51
CCC(=O)NC(=S)NNC(=O)c1ccccc1[N+](=O)[O-],-1,8,14,-18,-19,5,9,-10,1,-1,-1
Cc1ccc(OCC(=O)NC(=S)Nc2ccc3c4c(cccc24)CC3)cc1,11,11,-2,14,6,-8,-10,-3,-5,9,17
COc1ccc(/C(O)=C2/C(=O)C(=O)N(CCN3CCNCC3)C2c2cccc([N+](=O)[O-])c2)cc1 (centres undefined),0,-1,10,-10,6,-9,13,1,-9,-7,11
COc1ccc(/C=N/c2oc(C)c(C)c2C#N)c(OC)c1,-13,20,-12,9,-7,-37,-1,18,-3,-1,-6
